Compound activity: PubChem, National Center for Advancing Translational Sciences (NCATS)
EPAC1 ag: qHTS for Agonist of cAMP-regulated guanine nucleotide exchange factor 3 (EPAC1): primary screen; 360,000 compounds, 0.073% hits; EPAC1 agonist qHTS, biochemical assay; response scale: 100% = response to 6.5 mM cAMP; Potency, µM (titrated, usually from 154 µM), for the others: at the top dose activation, most hits filed as activators; Rap guanine nucleotide exchange factor 3 (Homo sapiens), O95398; note: potency is the fitted concentration of half-maximal effect; nearly all actives have a fitted effect of over 60% in size
Target sequence (O95398 whole entry, looked up): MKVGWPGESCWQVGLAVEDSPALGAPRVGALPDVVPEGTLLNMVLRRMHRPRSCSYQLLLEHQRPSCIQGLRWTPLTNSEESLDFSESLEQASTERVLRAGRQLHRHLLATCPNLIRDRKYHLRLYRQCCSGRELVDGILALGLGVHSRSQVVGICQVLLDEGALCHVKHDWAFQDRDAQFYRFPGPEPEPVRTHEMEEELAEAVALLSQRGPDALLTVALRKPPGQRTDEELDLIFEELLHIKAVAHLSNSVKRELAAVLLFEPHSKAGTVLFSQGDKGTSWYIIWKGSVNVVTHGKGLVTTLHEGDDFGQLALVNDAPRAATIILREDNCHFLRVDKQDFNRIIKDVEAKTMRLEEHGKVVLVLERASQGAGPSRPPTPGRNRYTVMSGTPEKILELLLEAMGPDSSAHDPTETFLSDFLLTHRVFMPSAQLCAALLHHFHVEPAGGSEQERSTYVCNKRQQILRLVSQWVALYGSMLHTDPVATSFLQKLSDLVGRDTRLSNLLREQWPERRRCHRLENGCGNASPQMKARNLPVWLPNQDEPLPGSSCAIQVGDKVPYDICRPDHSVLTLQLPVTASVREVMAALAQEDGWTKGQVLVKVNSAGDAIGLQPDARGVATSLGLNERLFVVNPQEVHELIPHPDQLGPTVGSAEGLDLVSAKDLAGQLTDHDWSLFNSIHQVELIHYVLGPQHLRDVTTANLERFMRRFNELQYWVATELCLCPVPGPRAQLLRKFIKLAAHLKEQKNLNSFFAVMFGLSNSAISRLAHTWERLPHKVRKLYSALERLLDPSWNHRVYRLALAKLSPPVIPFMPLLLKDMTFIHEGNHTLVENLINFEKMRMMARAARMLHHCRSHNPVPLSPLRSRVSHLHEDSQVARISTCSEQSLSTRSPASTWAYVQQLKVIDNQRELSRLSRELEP
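Nucleotide exchange by EPAC1 (100 nM) on Rap1B–BODIPY-GDP (250 nM) in the presence of 50 uM GDP is tracked fluorescently at 480/540 nm over 30 min. Signals are normalized to a 6.5 mM cAMP control.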
WRN inhibitor: qHTS for Inhibitors of WRN Helicase; Bifunctional 3'-5' exonuclease/ATP-dependent helicase WRN (Homo sapiens), Q14191; Potency, µM (series often up to 114 µM), inactives show at the top dose activity change, negative = inhibition, hits mostly inhibitors; 360,000 compounds, 0.46% hits; WRN helicase unwinding, fluorescent forked duplex, kinetic; AID 651768, 2012; note: potency is the fitted concentration of half-maximal effect; % is set by controls: 0 for no effect and ±100 for the full control effect; nearly all actives have a fitted effect of over 55% in size
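Kinetic fluorescence helicase assay: unwinding of a quenched forked DNA duplex (100 nM final) with 2 mM ATP final raises red fluorescence (525/598 nm). Compounds sat 15 min at room temperature with 20 nM WRN beforehand.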
Abeta yeast res: qHTS for compounds that reverse cellular toxicity of Amyloid beta (A-beta) peptide in yeast: Primary Screen. 410,000 compounds, 0.063% hits. yeast expressing A-beta42, growth rescue, OD600, 48 h; response scale: 0% DMSO, 100% iron-clioquinol control. Potency, µM (highest dose often 46.1 µM), inactives show at the highest dose growth rescue, hits mostly activators. AID 1347071, 2019; note: potency is the fitted concentration of half-maximal effect; nearly all actives have a fitted effect of over 55% in size
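Yeast growth medium received pinned compounds, then yeast cells expressing toxic A-beta were added; plates incubated at 30 C for 48 hr. Growth read as absorbance at 600 nm, normalized to DMSO and equimolar FeCl3 plus clioquinol controls.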
PLK1 PBD block: qHTS for Inhibitors of PLK1-PDB (polo-like kinase 1 - polo-box domain): Primary Screen; Serine/threonine-protein kinase PLK1 (Homo sapiens), P53350; Plk1 PBD binding of FITC phosphopeptide, fluorescence polarization; Potency, µM, for inactives: max response, negative = inhibition, usual class: inhibitors; 360,000 compounds, 2.8% hits; AID 720504, 2013; note: potency is the fitted concentration of half-maximal effect; series mostly up to about 57 µM; % is set by controls: 0 for no effect and ±100 for the full control effect; nearly all actives have a fitted effect of over 65% in size
PI5P4K alpha inh: qHTS for Inhibitors of phosphatidylinositol 5-phosphate 4-kinase (PI5P4K); PI5P4Kalpha enzyme, ADP-Glo luminescence, 60 min; stronger effect = lower value; AID 652105, 2013; 330,000 compounds, 1.2% hits; max response, %; active = max response of -50% or lower; inconclusive = between -30% and -50%; inactive = -30% or higher; note: value at the top dose of about 77 µM; % is set by controls: 0 for no effect and ±100 for the full control effect
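Human PI5P4Kalpha with substrate in 0.038 M HEPES pH 7.4, 0.28 mM EGTA, 0.1% CHAPS, 5% DMSO; reaction started with 5 microM ATP (final), 60 min at room temperature. ADP formed read by ADP-Glo luminescence.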
EPAC1 antagonist: qHTS for Antagonist of cAMP-regulated guanine nucleotide exchange factor 3 (EPAC1): primary screen; Rap guanine nucleotide exchange factor 3 (Homo sapiens), O95398; EPAC1 GEF assay, Rap1b-BODIPY-GDP exchange fluorescence; Potency, µM (highest dose often 115 µM), inactives show at the highest dose activity change, negative = inhibition, usual class: inhibitors; 360,000 compounds, 0.14% hits;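 note: potency is the fitted concentration of half-maximal effect; plate controls were vehicle for no effect and positive control for full effect; nearly all actives have a fitted effect of over 50% in size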
aSyn yeast inh: qHTS of alpha-syn Inhibitors; 370,000 compounds, 0.14% hits; Potency, µM (titrated, usually from 46.1 µM), for inactives: top-dose growth rescue (activation), most hits filed as activators; AID 652106, 2013; Yeast expressing alpha-synuclein, growth rescue, BacTiter-Glo, 24 h; note: potency is the fitted concentration of half-maximal effect; % of control where 0% means no effect; nearly all actives have a fitted effect of over 65% in size
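Screening used galactose-induced yeast with toxic alpha-synuclein levels, exposed to compound for 24 hr at 30 deg C. Cell growth, read with BacTiter-Glo luminescence, gave the measured signal.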
FUS suppressor: qHTS for Suppressors of FUS Proteinopathy: Primary screen using FUS-linked yeast assay. 390,000 compounds, 0.24% hits. Potency, µM (highest dose often 76.6 µM), for the others: top-dose growth rescue (activation), hits mostly activators. S. cerevisiae FUS-expressing, growth rescue, OD600, 24 h;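 note: potency is the fitted concentration of half-maximal effect; plate controls were DMSO vehicle for no effect and reference control for full effect; nearly all actives have a fitted effect of over 55% in size; some results filed as inactive show a strong effect at the top dose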
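Restored growth of FUS-toxic S. cerevisiae, read as 600 nm absorbance after 24 h at 30C in galactose medium (starting OD 0.005). Controls CP55940 and DMSO.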
IL-2 act: qHTS of IL-2 Activators | activation, % (series mostly up to about 46 µM) | AID 652025, 2013 | IL-2 activation reporter assay, cell-based qHTS; stimulated with anti-CD3/CD4/CD28 beads; in transgenic mouse T cells | 360,000 compounds, 0.065% hits; in the data active = activation above about 50%; inconclusive = mostly about 30% to 49%; note: 0% is about no effect
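Readout is EGFP and DsRed signal by fluorescent plate cytometry after 18 h at 37 degrees C. Transgenic mouse T cells (750/well) received compound for 60 min before bead stimulation (anti-CD3, anti-CD4, anti-CD28); memory T cells served as non-tolerant control.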
An asterisk follows results filed as active; ? = inconclusive; . = no result given; [ ] = remark or other dose. Unless noted, calls come from the whole dose curve; as a rule, active = well fitted curve in the direction sought with a large enough effect; inconclusive = small, poorly fitted or top-dose-only effect, or another doubt; inactive = no such curve, though single readings can be large; an effect the other way counts as inactive or inconclusive. Rows are unselected; overall some 4.1% were active at least once.

Screens in order – EPAC1 ag, WRN inhibitor, Abeta yeast res, PLK1 PBD block, PI5P4K alpha inh, EPAC1 antagonist, aSyn yeast inh, FUS suppressor, IL-2 act
> COc1cc(/C=C/C(=O)N2CCN(CC(O)COc3ccccc3)CC2)cc(OC)c1OC (stereo not drawn)
  -3%, -6%, -9%, -10%, -3, -3%, -3%, 12%, -0.8
> O=C(COC(=O)c1ccccc1O)Nc1cc(S(=O)(=O)N2CCCCCC2)ccc1Cl
  -8%, 6%, -9%, -5%, 0, 31%[activator], -8%[1.84 µM], 0%, -0.8
> CC(=O)Nc1ccc(CN2C(=O)C(C)ON=C2c2ccccc2-c2ccco2)cc1 (stereo not drawn)
  1%, 1%[57.1 µM], -14%, -5%, -1, -20%, -5%, 14%, 1.6
> NC(=O)C1CCN(S(=O)(=O)c2ccc3c(c2)OCCO3)CC1
  1%, -1%, -11%, -6%, -3, -24%, -1%, 8%, 0.4
> CCOC(=O)Cc1csc2nc3sc(C)c(C)c3c(=O)n12
  2%, 4%, 0%, 2%, 0, -9%, 7%, 7%, -2.4
> Cc1cc(C)c(NC(=O)CSc2nc(COc3ccccc3)nc3ccccc23)c(C)c1
  1%, -6%[57.1 µM], 20%, 0%, ., 4%, 7%, 2%, 0.7
> CC(=O)c1cc2c(cc1NC(=O)CN1CCN(c3ccc(F)cc3)CC1)OCO2
  -1%, 1%, -7%, -6%, 5, -13%, -7%, 11%, -0.7
> Cc1cc(C)nc(N2CCCC(C(=O)Nc3ccc4c(c3)OCCO4)C2)n1 (stereo not drawn)
  0%, -5%, 18%, -7%, ., 2%, -5%, 23%, -1.4
> CSc1nc(O)c(C(c2cccc([N+](=O)[O-])c2)c2c(O)nc(SC)[nH]c2=O)c(=O)[nH]1
  3%, -11%, -5%, -3%, ?, 2%, -8%, -12%, 2.2
> O=C(O)C(=Cc1ccnc2ccccc12)C(=O)O
  7%, 12%, 1%, 2%, 2, 11%, 0%, -13%, -1.6
> CCOc1ccc(/C=N/Nc2cc(=O)n(C)c(=O)n2C)cc1
  1%, 12%, 1%, -4%, -4, 4%, 1%, 10%, -3.5
> COCCN1C(=O)C(CC(=O)Nc2ccccc2)SC1=Nc1ccc(OC)cc1 (stereo not drawn)
  1%, 0%[57.1 µM], 18%, -1%, -5, -5%, -4%, 10%, -1.6
> COc1ccc(S(=O)(=O)N2CCCCC2)cc1NC(=O)c1cncc(Br)c1
  2%, 4%, 25%, -5%, 3, -5%, 1%[1.84 µM], 6%, 0.7
> O=C(CNC(=O)c1cncc(Br)c1)Nc1ccc(F)c(F)c1F
  -14%, -1%, 0%, -3%, 2, ?, -1%, 15%, 0.5
> Cc1ccc(NC(=O)c2cc(NC(=O)c3ccccc3C(=O)O)ccc2N2CCCCC2)cc1
  1%, -5%, 6%, ?, -52*, -6%, -2%, 43%, -0.2
> COc1ccc(N(C(C)C(=O)N/N=C/c2ccc(OCC(C)C)cc2)S(C)(=O)=O)cc1 (stereo not drawn)
  4%, -5%, 2%, 1%, 2, -17%, 14%, ., -0.3
> COc1ccc(-c2nc3ccc(Br)cn3c2Cc2cccc(F)c2)cc1OC
  -3%, -10%, 19%, -7%, -3, -6%, 26%, 24%, -0.5
> CCOC(=O)[C@]12CCC=C1N(Cc1cccc3ccccc13)C(=O)[C@H](CC(=O)NCCc1ccccc1OC)C2
  6%, -6%, -10%, -6%, 14, -8%, ?, ?, -0.6
> CC(C)CNC(=O)C(=O)NCc1ccccn1
  11%, 0%, -3%, -1%, 0, -1%, -6%, -3%, 0.7
> CC1=N/C(=C\c2ccc([N+](=O)[O-])cc2)C(=O)N1c1ccc(Cl)cc1
  10%, -6%, 1%, -3%, ., -3%, -5%, 4%, -0.4
> CSc1nc(C=Nc2ccccc2Cl)c(O)n1Cc1cccc(Cl)c1
  11%, -4%, -7%, -16%, 6, -3%, 3%, -1%, -1.3
> Cc1nn(C(=O)c2c(-c3ccccc3)noc2C)c(C)c1N=Nc1cc(C(F)(F)F)cc(C(F)(F)F)c1
  -14%, 5%, 0%, 7%, 4, 1%, 0%, -8%, 0.8
> Cc1ccccc1/C=N/NC(=O)Cn1nnc(N)n1
  8%, -3%, 10%, -3%, 8, -4%, -1%, 4%, -4.6
> Cc1cc(C)n(-c2ccc(C(=O)OC(C)C(=O)Nc3ccc(C(N)=O)cc3)cc2)n1 (stereo not drawn)
  -20%, -3%, -6%, 2%, 1, 6%, -1%, 22%, -2.1
> CC1=NN(c2ccccc2)C(=O)/C1=C\C=C\c1ccccc1
  10%, -14%[11.6 µM], -3%, 0%, 17, -15%, 7%, 14%, 4.1
> CCCC(=O)N1CCCC1(C)C(=O)Nc1ccc(-n2cncn2)cc1 (stereo not drawn)
  3%, 6%[57.1 µM], -12%, -4%, -3, -22%, 2%, -19%, 0.2
> O=C(N/N=C/c1cc(Cl)ccc1O)c1ccccc1Br
  17%, -6%, ?, -18%, 4, -2%, 14µM*, -9%, 0.4
> CCOc1ccc(-c2nc(C#N)c(NC3CC3)o2)cc1
  -2%, -4%, 14%, -2%, ., 10%, 0%, 8%, -2.1
> COC(=O)COc1ccc(S(=O)(=O)NCC2CCCO2)cc1Cl (stereo not drawn)
  1%, -4%, -9%, -5%, ., 1%, -1%, 38%, 2.7
> O=C(CSc1ccccc1)Nc1ccc(C(=O)Nc2cccc(O)c2)cc1
  -1%, -9%, -2%, -13%, 2, -8%, 1%, 20%, -0.2
> Cc1ccccc1CSc1nnc(-c2cccnc2)n1N
  5%, -2%, -12%, -5%, 2, 26%, -35%[inhibitor], 24%, 0.5
> CCCCN(C(=O)Cn1nnc2ccccc21)C(C(=O)NCc1ccco1)c1ccncc1 (stereo not drawn)
  -9%, -38%, -11%, -8%, 3, 11%, 0%, ., -1.3
> COc1ccccc1Nc1nc2nonc2nc1N1CCCCC1C (stereo not drawn)
  -20%, -8%, 3%, -6%, 1, -9%, 3%, 2%, -0.3
> Cc1ccc(-c2nnc(-c3ccc4c(c3)OCO4)o2)cc1
  16%, -24%[57.1 µM], -15%, -5%, 5, 6%, 3%, -17%, 0.3
> O=C(NCc1cc(C(F)(F)F)cc(C(F)(F)F)c1)C1CC(c2ccccc2C(F)(F)F)=NO1 (stereo not drawn)
  4%, 2%, -4%, -7%, -2, -14%, 7%, -15%, -0.7
> O=S(=O)(NCCCCCNS(=O)(=O)c1ccc(F)cc1)c1ccc(F)cc1
  -2%, -1%, -3%, -6%, -1, -5%, 1%, 26%, -2.0
> Oc1ccc(Cl)cc1-c1cc(-c2cccc(Br)c2)n[nH]1
  11%, -7%, 23%, 0%, 9, -5%, -4%, -8%, -3.0
> CC(=O)Nc1ccc(S(=O)(=O)NCC(=O)OCC(=O)N2CC(C)OC(C)C2)cc1 (stereo not drawn)
  9%, 2%, -2%, 2%, -1, 3%, 0%, -7%, 0.0
> C/C=C\C=C\C(=O)Nc1cccc(C2=NOC3(C2)C[C@H](C(N)=O)N(C(=O)c2ccccc2C(=O)c2ccccc2)C3)c1 (stereo partly drawn)
  -5%, -1%, -4%, -1%, -52*, -12%, -6%, ?, -0.5
> CO/N=C/CC(=O)c1ccc(OC)cc1
  -2%, -12%, 11%, -11%, 3, 4%, -3%, -9%, -2.6
> Cc1c(C(=O)NCc2cccc([N+](=O)[O-])c2)sc(=O)n1Cc1ccccc1F
  -6%, 4%[57.1 µM], 13%, -4%, 1, -13%, 10%, 31%, -0.1
> Nc1nc(CN2CCN(c3ccccc3F)CC2)nc(Nc2ccccc2)n1
  8%, 2%, 9%, -9%, ., 5%, 0%, 22%, -1.9
> O=C(NCc1ccc(F)cc1)C1CCN(S(=O)(=O)c2ccc(N3CCCC3=O)cc2)CC1
  4%, 2%, 6%, 4%, 2, 7%, -1%, 17%, -1.2
> CCc1c(C)sc2nc3c(C(=O)N4CCOCC4)cc(C(=O)c4cc(F)ccc4O)cn3c(=O)c12
  7%, -6%[57.1 µM], 3%, 5%, 3, -16%, 3%, 41%, -0.2
> CCOC(=O)CSc1nnc(CNC(=O)c2ccco2)n1C
  11%, 6%, 11%, -5%, ., 0%, 2%, 14%, -2.9
> CCCc1cc(=O)n2[nH]c(C(F)(F)F)nc2n1
  5%, -30%, -10%, -5%, -7, 14%, -3%, -1%, -0.5
> COc1ccc(S(=O)(=O)N2CCCCC2)cc1NC(=O)c1ccc(N2CCCC2=O)cc1
  -2%, -2%, -8%, -1%, -1, 14%, 1%, 14%, 0.9
> O=C(CCS(=O)(=O)c1ccc(Cl)cc1)Nc1ccc(F)cc1
  -1%, 10%, -10%, 6%, -1, 21%, -8%, 2%, 0.5
> CC(C(=O)Nc1cccnc1)C1Sc2ccccc2NC1=O (stereo not drawn)
  -9%, 5%, -7%, -27%, -3, -4%, -3%, 8%, 4.4
> CCOc1ccc(CNc2nnnn2C)cc1OC
  2%, -23%, -9%, -17%, -4, -4%, 15%, 5%, 0.2
> Cc1cnc(NC(=O)Cc2ccc(S(=O)(=O)N3CCOCC3)s2)s1
  6%, -6%, 4%, -5%, -7, 10%, 5%, ., 1.0
> O=C1c2ccccc2C(Nc2ccc(F)cc2F)N1CCN1CCOCC1 (stereo not drawn)
  0%, 0%, -8%, -8%, 5, -7%, -2%, 1%, -3.0
